mHtt clearance: clearance of mutant huntingtin inclusions, primary screen, imaging, HeLa Exon1htt(103Q)mCFP, confocal imaging | 47,000 tested, 0.42% active | inhibition, % at 1.5 µM | aggregate imaging; zero = plate's median compound well | AID 853, 2007;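 active = inhibition of aggregate fluorescence above about 70%, also judged a hit by eye on the cell image, limit read from the data, passing the limit was not always enough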;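 note: cells exposed to compound for three days before fixation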
mHtt clearance grain fraction: recorded beside mHtt clearance, whose call it bears; fraction fluorescence in grains; measured here: aggregate grain fluorescence fraction; active compounds read low;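 scaled fraction of total cell fluorescence in grains with unit not stated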
Numbers without * were called inactive. The list is partial (hit frequency here may not be typical).

1	NC(=O)NC(c1ccccc1)c1cccc2ccccc12 (stereo not given)
2	CCOC(=O)NC(Nc1ccc(S(N)(=O)=O)cc1)(C(=O)OCC)C(F)(F)F (stereo not given)
3	CCOc1ccc2nc(SCC(=O)NC(=O)NCc3ccco3)[nH]c2c1
4	CC(OC(=O)c1cccc(NS(C)(=O)=O)c1)C(=O)Nc1ccc(N2CCOCC2)cc1 (stereo not given)
5	CCCOn1c(OCC(C)C)nc2ccccc2c1=O
6	Cc1ccc(OCC(=O)O)c(-n2nc3ccccc3n2)c1
7	CC(=O)N1CCc2[nH]c3ccccc3c2C1
8	O=C(Cn1ncn2cccc2c1=O)N1CCCCC1
compound no. | 1 | 2 | 3 | 4 | 5 | 6 | 7 | 8
mHtt clearance | 44.3 | -24.1 | -1.4 | 42.6 | 6.3 | -66.8 | -24.6 | -24.9
mHtt clearance grain fraction | 11 | 25.9 | 42.6 | 11.5 | 37.6 | 36.8 | 45.9 | 38.4

Shown in markdown: part of the list above.
| cpd | smiles | mHtt clearance | mHtt clearance grain fraction |
| --- | --- | --- | --- |
| 6 | Cc1ccc(OCC(=O)O)c(-n2nc3ccccc3n2)c1 | -66.8 | 36.8 |
| 8 | O=C(Cn1ncn2cccc2c1=O)N1CCCCC1 | -24.9 | 38.4 |

The listing continues:
9	Cc1cc(C)c(-c2c(O)c3cccc4c3n(c2=O)CCC4)c(C)c1
10	Cc1ccccc1-c1nc(Cc2ccccc2)no1
11	C=C(C)Cc1c(C)c(C#N)c2nc3ccccc3n2c1N1CCCCC1
12	CNC(=O)CN(C#N)c1nc(N(C)C)nc(N(C)C)n1
13	O=S(=O)(Nc1nc2c(s1)CCCC2)c1ccc2ccccc2c1
14	Cc1ccc(S(=O)(=O)NC(CC(=O)O)c2ccco2)cc1 (stereo not given)
15	COc1ccc2c(Cl)c(-c3nnc(SCC(N)=O)n3C)sc2c1
16	COc1ccc(C(c2sc3ncnn3c2O)N2CC(C)OC(C)C2)cc1OC (stereo not given)
compound no. | 9 | 10 | 11 | 12 | 13 | 14 | 15 | 16
mHtt clearance | 63.1 | 4.7 | -4.4 | 4.5 | -29.3 | 30.0 | 12.9 | 64.6
mHtt clearance grain fraction | 6.13 | 15.6 | 24.4 | 17.9 | 26.5 | 23.5 | 42.1 | 11.9

17	Cc1ccc(C(=O)c2coc3ccc(O)c(CN4CCN(C)CC4)c23)cc1
18	N#CC(c1ccc(Cl)cc1)c1nc2ccccc2nc1C(F)(F)F (stereo not given)
19	COCCOC(=O)C1=C(N)OC2=C(C(=O)CC(C)(C)C2)C1c1cccnc1 (stereo not given)
20	CCC(C)N(C(=O)c1csnn1)C(C(=O)NCc1ccc(F)cc1)c1ccco1 (stereo not given)
21	Cc1nc(NC(C)C)c2oc3ccccc3c2n1
22	CSc1ccccc1NC(=O)COc1ccc(S(=O)(=O)N2CCCC2)cc1
23	CCC(=O)N1CCN(c2ccc(NC(=O)c3ccco3)cc2)CC1
24	Cc1cc(Cl)c(S(=O)(=O)NCC2CCCO2)cc1OCC(N)=O (stereo not given)
compound no. | 17 | 18 | 19 | 20 | 21 | 22 | 23 | 24
mHtt clearance | -11.5 | -5.0 | -1.4 | -0.4 | -25.6 | 23.3 | 41.9 | 31.4
mHtt clearance grain fraction | 41 | 22.4 | 20 | 35.2 | 48.2 | 14.2 | 10.9 | 14.1

25	CSc1nc(NC(C)=O)nc(C)c1Cl
26	CC1(C)CC(=O)C2=C(C1)NC(SCC(=O)Nc1ccccc1)=C(C#N)C21CCCCC1
27	Cc1nc2cc(NC(=O)N3CCN(c4ccccn4)CC3)ccc2o1
28	CCN(CC)C(=O)C1CCCN(C/C(C)=C/c2ccccc2)C1 (stereo not given)
29	CCOc1ccccc1N/C=C/C(=O)C(C)(C)C
30	CC(=O)NCCn1c(SCc2cc(F)ccc2F)nc2ccccc2c1=O
31	CCCOC(=O)Nc1ccccc1C(N)=O
32	COc1ccccc1C(=O)N1CCN(C(=O)COc2cccc(C)c2)CC1
compound no. | 25 | 26 | 27 | 28 | 29 | 30 | 31 | 32
mHtt clearance | -25.6 | -2.8 | 21.6 | -80.7 | -34.6 | -49.7 | 11.4 | -18.7
mHtt clearance grain fraction | 24.7 | 35.1 | 15.5 | 76.7 | 26.7 | 56.3 | 15.4 | 19.9

33	c1ccc2c(c1)nc(N1CCOCC1)c1c3ccccc3[nH]c21
34	CC12CC(NC(=O)N1Cc1ccccc1)c1ccccc1O2 (stereo not given)
35	Cc1ccc(OCC(=O)NCc2ccco2)cc1C
36	CCOC(=O)c1c(NC(=O)Nc2ccccc2)sc(C)c1C
37	O=C(O)c1ccccc1OCCOCCOc1ccccc1C(=O)O
38	COc1ccc(OCC(=O)c2c(O)c3ccccc3oc2=O)cc1
39	O=C(Nc1ccc(Cl)c(Cl)c1)C1=Cc2ccccc2OC1
40	CCN1CCCC1CNC(=O)CSCc1nc(-c2ccccc2C)oc1C (stereo not given)
compound no. | 33 | 34 | 35 | 36 | 37 | 38 | 39 | 40
mHtt clearance | -0.6 | 6.9 | 13.4 | 63.7 | -3.9 | -43.8 | 63.3 | -8.8
mHtt clearance grain fraction | 34.2 | 31.5 | 16.6 | 14.5 | 19.9 | 30.4 | 7.77 | 40.3

41	Cc1c(Cl)cccc1NC(=O)CN1C(=O)CSc2ncccc21
42	CCCCn1nnnc1SCC(=O)Nc1ccc2c(c1)OCCO2
43	CCOC(=O)C(C(C)=O)c1c(Br)c(O)c(O)c2c(C(=O)c3ccc(C)cc3)coc12 (stereo not given)
44	CCCc1cc(=O)[nH]c(Nc2ccc(O)cc2)n1
45	Nn1c(SCC(=O)Nc2ccc(Oc3ccccc3)cc2)nnc1C1CC1
46	NC(=O)c1cccc2c(=O)oc3ccccc3c12
47	O=C(NCCCN1CCN(c2cccc(Cl)c2)CC1)C1CCC(=O)N1Cc1ccccc1Cl (stereo not given)
48	COc1ccccc1-n1c(SCC(=O)N2CCOCC2)nc(O)c(Cc2ccccc2)c1=O
compound no. | 41 | 42 | 43 | 44 | 45 | 46 | 47 | 48
mHtt clearance | -202.8 | -18.6 | 21.2 | 65.6 | 22.3 | -7.6 | 57.8 | 20.6
mHtt clearance grain fraction | 112 | 26.2 | 27.6 | 6.4 | 14.3 | 21.2 | 8.79 | 27.1

49	CN(C)C=NC(=O)c1ccc(N2CCN(c3ncc(C(F)(F)F)cc3Cl)CC2)cc1
50	Cn1c(C(=O)NCc2cccs2)cc2c(=O)n(C)c3ccccc3c21
51	CCCS(=O)(=O)N1CCC(C(=O)NCCCN(CC)c2cccc(C)c2)CC1
52	COc1ccc(-n2cnnc2SCc2ncc(-c3ccccc3)o2)cc1
53	CSc1nc(-c2ccccc2)[nH]c(=S)c1C(C)=O
54	CCOC(=O)Cc1csc(NC(=O)COc2ccc(N(C)S(=O)(=O)c3ccc(C)cc3)cc2)n1
55	COC(=O)c1cc(S(=O)(=O)NC2CCN(Cc3ccccc3)CC2)cn1C
56	CC1CCN(c2nc3nonc3nc2N2CCC(C)CC2)CC1
compound no. | 49 | 50 | 51 | 52 | 53 | 54 | 55 | 56
mHtt clearance | 26.2 | 9.8 | 6.3 | 12.2 | -6.7 | -10.6 | 23.5 | -63.9
mHtt clearance grain fraction | 22.7 | 43.6 | 29.6 | 31.9 | 22.4 | 23.4 | 26 | 28.8

57	CN(CC(=O)Nc1sccc1C#N)C1CCCCC1
58	Cc1noc(C)c1COC(=O)c1cccc(S(=O)(=O)N2c3ccccc3CC2C)c1 (stereo not given)
59	OC(CN1CCN(c2ccccc2)CC1)c1c[nH]c2ccccc12 (stereo not given)
60	Cc1c(N)cccc1-c1nc2ccccc2[nH]1
61	CCOC(=O)c1sc(NC(=O)CSc2n[nH]c(-c3ccc(Cl)cc3Cl)n2)c(C#N)c1C
62	Cc1ccc(NC(=O)COC(=O)C2=COCCO2)cc1
63	O=C(CSc1oc(-c2ccccc2)nc1S(=O)(=O)c1ccc(F)cc1)NCC1CCCO1 (stereo not given)
64	Cn1c(CN2CCOCC2)c(C#N)c2ccccc21
compound no. | 57 | 58 | 59 | 60 | 61 | 62 | 63 | 64
mHtt clearance | 55.0 | 2.7 | 51.2 | -70.3 | -10.3 | 7.6 | 29.6 | -12.0
mHtt clearance grain fraction | 8.3 | 33.5 | 10.7 | 33.8 | 41.5 | 18.7 | 13.6 | 22.9

65	Cc1ccc(S(=O)(=O)NCC(C)NS(=O)(=O)c2ccc(C)cc2)cc1 (stereo not given)
66	CS(=O)(=O)N1CCN(c2nc3ccccc3s2)CC1
67	CCOc1ccccc1N1CCN(S(=O)(=O)c2ccc(F)c(F)c2)CC1
68	N#CC1=C2C=CC=CN2CC1=O
69	CCCCN(CC)C(=O)CSc1cc(=O)n(C)c2ccccc12
70	CC1(C)CC2(CC(C)(C(=O)CSc3nc4ccccc4s3)OC2=O)C(=O)O1 (stereo not given)
71	Cc1noc(C)c1S(=O)(=O)N1CCN(c2ccccc2)CC1
72	Cn1nccc1C(=O)Nc1ccc(Cl)cc1
compound no. | 65 | 66 | 67 | 68 | 69 | 70 | 71 | 72
mHtt clearance | 3.9 | 14.1 | -22.0 | 9.4 | -41.1 | 8.5 | -12.8 | 18.1
mHtt clearance grain fraction | 19.3 | 33.6 | 25.6 | 33.3 | 62.4 | 36.8 | 58.7 | 29.3

73	O=C(CN1C(=O)c2ccccc2C1=O)Nc1sc2c(c1C(=O)NCc1ccco1)CCCC2
74	CCc1noc(C)c1C(=O)Nc1ncc(C)s1
75	COc1ccc(CNC(=O)CCc2c(C)nc3ncnn3c2C)cc1
76	Cc1ccc(-c2ccc(=O)n(CCC(=O)NCc3ccccn3)n2)cc1
77	CCCCCCCCS(=O)c1sc2nc3c(cc2c1N)CCCC3 (stereo not given)
78	COc1ccc(C(=O)Nn2c(SCC(=O)c3ccc(Cl)cc3)nc3ccccc3c2=O)cc1
79	COc1cccc(C2CC(c3c(F)cccc3Cl)n3nc(N)nc3N2)c1 (stereo not given)
80	Cn1c(=O)cc(OCC(=O)NCCCN2CCN(Cc3ccccc3)CC2)c2ccccc21
compound no. | 73 | 74 | 75 | 76 | 77 | 78 | 79 | 80
mHtt clearance | -67.2 | 47.8 | -12.2 | 11.6 | 0.1 | -25.5 | 5.9 | 39.8
mHtt clearance grain fraction | 72.6 | 9.8 | 47.6 | 14.7 | 20.5 | 50.1 | 17.4 | 18.6

81	COc1ccc(C2CC(=O)C3=C(C2)Nc2ncnn2C3c2ccccc2)cc1 (stereo not given)
82	Cc1cc(C)cc(CC2CC(=O)N(c3cc(C)on3)C2=O)c1 (stereo not given)
83	O=C(NCc1ccc2c(c1)OCO2)c1ccc(-n2cnnn2)cc1
84	O=C(O)CCC(=O)c1c[nH]c2ccccc12
85	CCC(C)Sc1nc2c(c(=O)[nH]c(=O)n2C)n1C (stereo not given)
86	O=C(CCn1c(SCC(=O)c2ccccc2)nc2ccccc2c1=O)NCc1ccc(F)cc1
87	CCOC(=O)C1CCN(C(=O)Cc2c(C(=O)O)n(C)c3ccccc23)CC1
88	O=C(CCc1nc(-c2ccc(Cl)cc2)no1)OCc1ccc(Br)cc1
compound no. | 81 | 82 | 83 | 84 | 85 | 86 | 87 | 88
mHtt clearance | 67.0 | 2.1 | -18.1 | -32.6 | -2.1 | -25.4 | -4.4 | 35.9
mHtt clearance grain fraction | 5.85 | 16.6 | 46.1 | 26.2 | 37.6 | 50 | 17.6 | 12.3

89	Nc1nc(CSCCO)nc(Nc2ccccc2)n1
90	CN(c1ccccc1C(=O)Nc1ccc2c(c1)OCCO2)S(C)(=O)=O
91	CCCCn1c(N)c(Sc2ccc(Cl)cc2)c(=O)[nH]c1=O
92	CC(C)C1Cc2c(sc3[nH]c(=S)n(Cc4ccccc4)c(=O)c23)CO1 (stereo not given)
93	CCCn1cc2c(c1-c1cccc(C)c1)c(=O)n(C)c(=O)n2C
94	O=S(=O)(Nc1ccccn1)c1ccc(C2CCCCC2)cc1
95	CC1CCN(CCCNC(=O)c2cc3c(=O)n(C)c4ccccc4c3n2C)CC1
96	CCOC(=O)c1ccc(NC(=O)CSCc2ccco2)cc1
compound no. | 89 | 90 | 91 | 92 | 93 | 94 | 95 | 96
mHtt clearance | -26.6 | -9.3 | 16.6 | -14.5 | -9.8 | 10.8 | 4.0 | -18.5
mHtt clearance grain fraction | 47.6 | 23.3 | 16.2 | 31.9 | 33.4 | 14.9 | 46.5 | 25.4

7 of the compounds above, with bars between the fields:
No. | SMILES | mHtt clearance | mHtt clearance grain fraction
62 | Cc1ccc(NC(=O)COC(=O)C2=COCCO2)cc1 | 7.6 | 18.7
63 | O=C(CSc1oc(-c2ccccc2)nc1S(=O)(=O)c1ccc(F)cc1)NCC1CCCO1 (stereo not given) | 29.6 | 13.6
64 | Cn1c(CN2CCOCC2)c(C#N)c2ccccc21 | -12.0 | 22.9
65 | Cc1ccc(S(=O)(=O)NCC(C)NS(=O)(=O)c2ccc(C)cc2)cc1 (stereo not given) | 3.9 | 19.3
66 | CS(=O)(=O)N1CCN(c2nc3ccccc3s2)CC1 | 14.1 | 33.6
67 | CCOc1ccccc1N1CCN(S(=O)(=O)c2ccc(F)c(F)c2)CC1 | -22.0 | 25.6
68 | N#CC1=C2C=CC=CN2CC1=O | 9.4 | 33.3

Following part
97	CCOC(=O)c1c(N=CN(C)C)c(C#N)n2c1CCC2
98	CC1CCCCN1C(=O)Cn1cc(/C=C2/C(=O)Nc3ccccc32)c2ccccc21 (stereo not given)
99	Cc1c(C)c2c(C)[nH]nc2oc1=O
100	CCc1c(C)nc2ncnn2c1N1CCCC(C(=O)NCCc2ccc(OC)cc2)C1 (stereo not given)
101	COc1ccc(C2C(=O)N(C3CCCCC3)CC(=O)N2C2CCCC2)cc1 (stereo not given)
102	COc1ccccc1N1CCN(C(=O)/C=C/c2ccccc2)CC1
103	Cc1ccc(C(=O)Nc2ccc(S(=O)(=O)N3CCc4ccccc4C3)cc2)o1
104	Cc1ccnc(NC(=O)C2CCN(S(=O)(=O)c3cccc4nsnc34)CC2)c1
compound no. | 97 | 98 | 99 | 100 | 101 | 102 | 103 | 104
mHtt clearance | -24.6 | 20.4 | 16.9 | -19.7 | -37.2 | 39.2 | -0.3 | -42.1
mHtt clearance grain fraction | 23.9 | 34.6 | 30.1 | 42 | 30 | 12.2 | 18.8 | 51.3

High-throughput results (PubChem)
